From PubChem BioAssay
p53 reactivation – mutant p53 re-activation in reporter cells. H1299 p53-A138V BP100-luciferase reporter, luminescence, 24 h. Potency, µM (doses to about 92.2 µM), without a hit: at the highest dose activity change, positive = activation, actives largely listed as activators. hit rate 0.063% among 320,000; note: potency is the fitted concentration of half-maximal effect; % of control where 0% means no effect; nearly all actives have a fitted effect of over 45% in size
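p53-null H1299 cells stably carrying temperature-sensitive p53-A138V and a BP100-luciferase reporter were pinned with compounds (4-point, 1:5 series) and held 24 hrs at 37 deg C. Luminescence was read 10 min after detection reagent.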
B2AR arrestin – recruits beta-arrestin to the human beta2-adrenergic receptor | AID 492947 | hit rate 0.02% among 330,000 | P07550 | beta-arrestin recruitment to beta2AR, cell-based reporter | Potency, µM (highest dose often 46.1 µM), without a hit: at the top dose activation, actives largely listed as activators;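 note: potency is the fitted concentration of half-maximal effect; 0% = DMSO controls and full agonism = EC100 isoproterenol or metaproterenol; nearly all actives have a fitted effect of over 65% in size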
uPA surface inh – inhibitors of cell surface uPA generation | cell surface uPA generation assay, qHTS | Potency, µM (titrated, usually from 38.3 µM), inactives show at the top dose activity change, negative = inhibition, most hits filed as inhibitors | hit rate 0.31% among 330,000; active = well fitted inhibition curve with a large enough effect; inconclusive = small, poorly fitted or top-dose-only effect; inactive = no such curve, though single readings can be large or run the other way; tested in mouse RAW 264.7 cells; note: potency is the fitted concentration of half-maximal effect; % is set by controls: 0 for no effect and ±100 for the full control effect; nearly all actives have a fitted effect of over 55% in size
Eya2 phos inh – Eya2 (human) phosphatase inhibition. O00167. recombinant Eya2, OMFP fluorescence dephosphorylation (OMFP is methylfluorescein phosphate). Potency, µM (doses to about 76.9 µM), for inactives: top-dose activity, negative = inhibition, actives largely listed as inhibitors. hit rate 0.006% among 330,000. AID 488837; note: potency is the fitted concentration of half-maximal effect; % is set by controls: 0 for no effect and ±100 for the full control effect
Target sequence (O00167 whole entry, looked up): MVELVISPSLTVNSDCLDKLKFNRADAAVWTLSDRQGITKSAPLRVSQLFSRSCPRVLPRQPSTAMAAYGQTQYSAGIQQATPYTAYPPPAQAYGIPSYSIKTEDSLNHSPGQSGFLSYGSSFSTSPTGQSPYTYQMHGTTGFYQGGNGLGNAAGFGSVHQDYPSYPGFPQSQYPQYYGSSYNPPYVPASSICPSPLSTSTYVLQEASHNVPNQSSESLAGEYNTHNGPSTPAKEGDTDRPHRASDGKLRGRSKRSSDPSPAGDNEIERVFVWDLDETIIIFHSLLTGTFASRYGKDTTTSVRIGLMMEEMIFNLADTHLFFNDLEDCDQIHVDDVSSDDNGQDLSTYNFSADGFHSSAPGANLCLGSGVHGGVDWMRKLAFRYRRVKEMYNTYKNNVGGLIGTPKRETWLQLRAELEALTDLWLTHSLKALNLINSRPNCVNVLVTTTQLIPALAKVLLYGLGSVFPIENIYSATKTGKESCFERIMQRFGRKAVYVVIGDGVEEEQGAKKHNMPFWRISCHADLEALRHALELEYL
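Eya2 protein (added as 0.2 uM solution) was preincubated with compound for 10 min at ambient temperature in 50 mM HEPES pH 7.5, 50 mM NaCl, 5 uM MgCl2, 0.05% BSA, 1 mM DTT. OMFP (added at 50 uM) then reacted 10 min; fluorescence read at 485/525 nm.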
BRCA1 expr act – activators of BRCA1 expression. MCF7-BRCA1-FFLuc reporter, luminescence, 48 h; response scale: scaled: vehicle 0%, 10 µM genistein 100%. Potency, µM (highest dose often 46.1 µM), for the others: at the highest dose activation, actives largely listed as activators. hit rate 1.1% among 380,000. AID 624202; note: potency is the fitted concentration of half-maximal effect; nearly all actives have a fitted effect of over 80% in size; some results filed as inactive show a strong effect at the top dose
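Cells: MCF7-BRCA1-FFLuc, 2000/well. Exposure: 48 h, 37 °C, 5% CO2. Read: luminescence, 15 min post-substrate. Controls: genistein 10 microM (maximal activation), DMSO (neutral).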
S-ASM inh – human S-ASM enzyme inhibition | P17405 | placental ASM, HMU-PC fluorogenic substrate, 60 min | Potency, µM (titrated, usually from 57.5 µM), for the others: top-dose activity change, negative = inhibition, hits mostly inhibitors | hit rate 0.006% among 340,000; note: potency is the fitted concentration of half-maximal effect
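Human placenta-derived ASM enzyme was preincubated with compound for 10 minutes at room temperature, then given fluorogenic substrate HMU-PC0 (9 uM final) for 60 minutes at 37 °C; a pH 10 stop preceded fluorescence reading at Ex 386/Em 447 nm.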
TSG101-PTAP inh – blocks PTAP/TSG101 interaction to inhibit HIV-1 budding. Q99816. Fluorescence polarization, FITC-PTAP peptide / Tsg101 binding. Potency, µM (highest dose often 115 µM), for inactives: at the top dose activity change, negative = inhibition, most hits filed as inhibitors. 340,000 tested, under 10 active. AID 493005; active = well fitted inhibition curve with a large enough effect in the main read-out, with a control signal flat, not every such curve was filed as active; inconclusive = small, poorly fitted or top-dose-only effect, or effect the other way, or a change in a side signal; inactive = no such curve, though single readings can be large or run the other way; note: potency is the fitted concentration of half-maximal effect; % of control where 0% means no effect
Target sequence (Q99816 whole entry, looked up): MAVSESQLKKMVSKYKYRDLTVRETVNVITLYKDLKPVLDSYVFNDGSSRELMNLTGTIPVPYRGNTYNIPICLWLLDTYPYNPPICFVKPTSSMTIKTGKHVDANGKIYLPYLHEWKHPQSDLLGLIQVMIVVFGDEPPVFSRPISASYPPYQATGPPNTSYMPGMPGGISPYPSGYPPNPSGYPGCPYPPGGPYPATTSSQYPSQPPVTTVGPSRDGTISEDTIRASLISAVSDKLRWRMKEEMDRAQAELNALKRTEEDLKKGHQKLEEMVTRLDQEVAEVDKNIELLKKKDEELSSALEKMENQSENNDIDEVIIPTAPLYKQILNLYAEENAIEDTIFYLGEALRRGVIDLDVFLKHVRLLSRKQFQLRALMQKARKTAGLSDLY
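Fluorescence anisotropy tracks displacement of a FITC-tagged PTAP peptide (50 nM) from the Tsg101 binding domain (10 uM), following a 20 min room-temperature incubation at pH 7.5.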
ELG1 genotoxic – genotoxicity induction in ELG1-luciferase HEK293T cells; HEK293T ELG1-luciferase reporter, luminescence, 16 h; hit rate 1.3% among 330,000; Potency, µM (doses to about 46 µM), inactives show at the highest dose activity change, positive = activation, usual class: activators; AID 504466; note: potency is the fitted concentration of half-maximal effect; % of control where 0% means no effect; nearly all actives have a fitted effect of over 60% in size
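HEK293T cells expressing luciferase-tagged ELG1 were exposed to compound or DMSO vehicle for 16 hr at 37 °C and 5% CO2. Luciferase activity was then measured with ONE-Glo after 30 min at room temperature.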
USP2a block – USP2a (human) protease inhibition; USP2 core, Ub-CHOP2 coupled fluorogenic reporter, 485/531; Potency, µM (titrated, usually from 38.3 µM), inactives show at the highest dose activity change, negative = inhibition, actives largely listed as inhibitors; hit rate 0.01% among 330,000; AID 463254;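 note: potency is the fitted concentration of half-maximal effect; plate controls were DMSO wells for no effect and full inhibition by NEM control for full effect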
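USP2 core (10nM final) preincubated 30min RT with compound in 20mM Tris-HCl pH 8.0, 2mM CaCl2, 2mM beta-mercaptoethanol, 0.05% CHAPS; 25nM Ub-CHOP2 plus 25nM reporter substrate added, fluorescence (Ex485/Em531) read after 60min.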
TRPV1 ag – activates the human vanilloid receptor TRPV1 | hit rate 0.19% among 320,000 | TRPV1-expressing cells, Fluo-8 calcium influx, agonist mode | activation, % at 8.33 µM | AID 540275; in the data active = activation above about 80%; inconclusive = between about 30% and that limit; note: 0% is about no effect
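Fluo-8 calcium influx in TRPV1-expressing cells, kinetic read (ex 480/em 520 nm). Compound added and read 3 min for agonist activity, followed by capsaicin at EC20 final and 2 min further read for enhancement.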
a7 integrin act – integrin-mediated muscular dystrophy alleviation activation | hit rate 0.064% among 350,000 | alpha7betagal myoblasts, beta-gal FDG fluorescence, 48 h | Potency, µM (doses to about 38.3 µM), for inactives: top-dose activation, actives largely listed as activators;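 note: potency is the fitted concentration of half-maximal effect; 100% = response of the positive control SU9516; nearly all actives have a fitted effect of over 60% in size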
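alpha7betagal+/- myoblasts (passage 13, 250/well) treated 48 h at 37C with compounds at 1:260 dilution of DMSO stock. Lysed, then beta-galactosidase activity read as FDG fluorescence (ex 480/em 540) after 30 min, with pre-read for autofluorescence.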
* marks the source's active call; other numbers are inactive results; i = inactive; ? = inconclusive; · = no result given; [ ] = another dose, or the depositor's remark. Unless noted, calls come from the whole dose curve; as a rule, active = well fitted curve in the direction sought with a large enough effect; inconclusive = small, poorly fitted or top-dose-only effect, or another doubt; inactive = no such curve, though single readings can be large; an effect the other way counts as inactive or inconclusive. The order is random (roughly 2.6% active in at least one column).

Molecule	p53 reactivation	B2AR arrestin	uPA surface inh	Eya2 phos inh	BRCA1 expr act	S-ASM inh	TSG101-PTAP inh	ELG1 genotoxic	USP2a block	TRPV1 ag	a7 integrin act
CN1CCc2c(OCC(=O)N3N=C(c4cccs4)CC3c3ccc(F)cc3)cccc2C1=O (configuration not stated)	-12%	2.7%	-6%	4%	-14%	-7%	0%	0%	2%	0	-38%
CCOC(=O)C1CCN(C(=O)c2ccccc2NS(=O)(=O)c2cc(C)ccc2C)CC1	9%	-0.8%	-1%	4%	-8%	2%	-1%	-3%	8%	12	-3%
O=C(NCc1ccco1)/C(=C\C=C\c1ccccc1)NC(=O)c1ccccc1Br	-7%	-0.6%	-4%	-6%	-20%	-2%	1%	-15%	1%	?	17%
COC(=O)c1c(NC(=O)C2CCCCC2C(=O)O)sc2c1CCCCC2 (configuration not stated)	10%	0.3%	1%	4%	115%	-3%	-4%	?	-1%	4	2%
CCOc1ccc2c(c1)sc(=NC(=O)C1CC1)n2C	·	·	-23%	·	2.8µM*	4%	0%	·	·	3	26%
Cc1sc2ncnc(N3CCC(C(=O)N(CC(C)C)c4nc5ccccc5s4)CC3)c2c1C	-3%	-0.2%	0%	-36%	2%	-2%	0%	?	2%	1	1%
COc1ccc2cc(C(=O)Nc3ccc(O)cc3)sc(=O)c2c1OC	9%	0.3%	-12%	0%	-21%	-8%	-2%	7%	0%	?	25%
CCOC(=O)Cc1csc(NC(=O)c2c(-c3ccccc3)noc2C)n1	4%	0.1%	1%	-3%	-6%	3%	-5%	-4%	0%	1	0%
O=C(/C=C/c1cccc(F)c1)NCCCn1ccnc1	-8%	0.3%	1%	12%	-14%	-3%	0%	3%	1%	-1	?
COc1cc(C(=O)O/N=C(\N)c2ccccn2)cc(OC)c1OC	?	-1.0%	?	-1%	72%	2%	-4%	?	0%	3	-31%
CC(C)(C)C(=O)O/N=C(\N)Cc1ccc(-c2csnn2)cc1	10%	0.6%	-2%	10%	-11%	1%	0%	5%	1%	4	3%
O=c1[nH]c2ccc(Cl)cc2c(-c2ccccc2)c1N1CCN(CCO)CC1	-15%	0.3%	·	5%	7%	0%	-9%	-5%	3%	0	-64%[inhibitor]
Cc1ccc(N(Cc2ccc([N+](=O)[O-])cc2)C(=O)c2ccco2)cc1	-3%	-0.6%	5%	-3%	-29%	-4%	-2%	-5%	0%	·	-11%
COc1ccc2nc(SCC(=O)N(C)CC(=O)Nc3ccc(F)cc3)[nH]c2c1	4%	0.2%	0%	1%	18%	-4%	-4%	2%	0%	-3	5%
CCCCC(=O)NC(=S)NNC(=O)CC	7%	0.1%	1%	4%	2%	0%	-7%	2%	1%	-2	7%
CCCCOc1ccc(N2CC(C(=O)NCc3ccco3)CC2=O)cc1 (configuration not stated)	7%	-0.3%	-1%	-7%	3%	-3%	1%	7%	1%	5	-15%
COc1ccc(CCNC(=O)c2c(-c3ccccc3)noc2C)cc1OC	-4%	-0.9%	3%	-1%	-11%	3%	-7%	0%	1%	2	-45%[inhibitor]
Nc1nc(SCC(=O)Nc2ccccc2Sc2ccccc2)n[nH]1	5%	0.1%	·	10%	-18%	4%	-8%	-5%	0%	3	21%[7.66 µM]
CC(Sc1nnc(-c2cccnc2)n1-c1ccccc1)C(=O)NCc1ccc2c(c1)OCO2 (configuration not stated)	24%	-0.2%	-7%	12%	29%	7%	-5%	?	4%	24	13%
O=C(Nc1ccc2nc3n(c(=O)c2c1)CCCCC3)c1ccccc1[N+](=O)[O-]	?	0.1%	16%	-14%	32%	-2%	-2%	3%	2%	-1	-37%

Next compounds follow.
Molecule	p53 reactivation	B2AR arrestin	uPA surface inh	Eya2 phos inh	BRCA1 expr act	S-ASM inh	TSG101-PTAP inh	ELG1 genotoxic	USP2a block	TRPV1 ag	a7 integrin act
COc1ccc(Cl)cc1NC(=O)CCN1CCOCC1	-2%	0.1%	1%	-11%	-15%	1%	-2%	1%	1%	-1	-15%
CCOC(=O)c1ccc(N2C(=O)C3ON(c4ccccc4)C(c4ccco4)C3C2=O)cc1 (configuration not stated)	-1%	-1.3%	-4%	4%	0%	-5%	0%	-2%	2%	·	-15%
CCOc1cc(/C=N/NC(=O)c2nn(C)cc2Br)ccc1OCc1ccccc1	2%	-1.8%	-6%	-3%	-22%	-16%	-2%	0%	1%	-1	2%
CCc1nc2ccccc2c(C(=O)Oc2ccc(C(=O)OC)cc2)c1C	-4%	-0.7%	4%	0%	14%	-1%	-3%	2%	3%	9	5%
CCO[C@H]1c2c(ccc3ccc(=O)oc23)OC(C)(C)[C@H]1O	-1%	-0.2%	4%	2%	14%	5%	-4%	1%	4%	·	-9%
NC(=S)Cc1nc(-c2ccc(Cl)cc2)cs1	8%	-0.2%	-21%	-11%	-51%	-1%	-4%	-1%	1%	6	35%
CC1(C)CC(=O)C2=C(C1)NC1=C(C(=O)c3ccccc31)C2c1ccc(O)cc1 (configuration not stated)	-10%	-0.1%	-2%	2%	-25%	-6%	-4%	-2%	-2%	0	17%
COc1ccccc1NC(=S)NNC(=O)c1ccncc1	3%	-0.6%	15%	5%	3%	3%	-2%	2%	-1%	-3	18%
Cc1ccc(Cl)cc1N1CCN(C(=O)Cc2c(C(=O)O)[nH]c3ccccc23)CC1	-9%	0.4%	7%	5%	-16%	-8%	-10%	0%	2%	-2	14%
COc1ccccc1NC(=O)CSc1nnc(Cc2ccccc2)o1	·	·	·	·	-1%	0%	-6%	·	·	3	-27%
O=C(O)/C=C/C(=O)N1CCN(c2ccccc2F)CC1	1%	-1.4%	3%	0%	-9%	7%	-1%	-1%	3%	1	0%
COc1ccc(C(C(=O)NCC2CCCO2)N(Cc2ccccc2)C(=O)c2snc(C(N)=O)c2N)cc1OC (configuration not stated)	-1%	-0.1%	2%	10%	-9%	169%[activator]	-1%	-13%	1%	-1	6%
CCOC(=O)C1CCN(Cc2ccccc2C(F)(F)F)CC1	7%	-1.9%	·	-10%	3%	1%	-6%	-1%	0%	1	1%
CC(=O)c1ccc(NC(=O)c2cc(C)nc3ccccc23)cc1	?	-0.2%	-2%	12%	?	0%	-6%	-1%	4%	-1	-39%
COC(=O)Cc1nc(Nc2ccccc2)sc1C	3%	-0.8%	8%	4%	15%	1%	-1%	1%	-1%	·	7%
O=C1CSC(c2ccc(Cl)cc2)N1Nc1nc(N2CCOCC2)nc(N2CCOCC2)n1 (configuration not stated)	-1%	-0.1%	2%	4%	-24%	-1%	-8%	3%	1%	16	-32%
COc1cccc(CNS(=O)(=O)c2c(C)nc3sccn3c2=O)c1	·	-0.2%	2%	0%	9%	-1%	-5%	3%	3%	6	16%
CC(CNc1ccc([N+](=O)[O-])cc1)NC(=O)c1ccccc1Br (configuration not stated)	-4%	-1.3%	2%	-18%	1%	-14%	0%	-1%	-1%	-3	-4%
CCOc1ccccc1NC(=O)Cn1nnc(C(=O)NCCc2ccc(OC)c(OC)c2)c1N	-3%	0.3%	6%	-4%	-25%	3%	0%	0%	1%	2	36%
CCOC(=O)C1C(C)=CC(=O)CC1c1ccco1 (configuration not stated)	2%	-0.3%	-5%	3%	0%	0%	-3%	0%	1%	4	22%

Next section
Molecule	p53 reactivation	B2AR arrestin	uPA surface inh	Eya2 phos inh	BRCA1 expr act	S-ASM inh	TSG101-PTAP inh	ELG1 genotoxic	USP2a block	TRPV1 ag	a7 integrin act
Fc1ccc(COc2ccc(-c3nnco3)cc2)c(Cl)c1	-3%	0.5%	0%	4%	8.9µM*	-2%	-8%	25%	3%	29	8%
O=C(Nc1ccc(S(=O)(=O)N2CCOCC2)cc1)c1cccs1	4%	0.3%	5%	-1%	-23%	2%	-5%	-2%	5%	?	-12%
CCOC(=O)c1cc(C#N)c(N2CCN(C)CC2)nc1-c1ccccc1	-2%	0.3%	-1%	-1%	-15%	0%	0%	-4%	1%	29	0%
COCCOC(=O)C1=C(C)NC2=C(C(=O)CCC2)C1c1cc2c(cc1Br)OCO2 (configuration not stated)	7%	2.4%	-28%	-4%	0%	409%[activator]	-1%	2%	3%	2	21%
CN(C)c1ccc(/C=C/C=N/Nc2nc(N3CCOCC3)nc(N3CCOCC3)n2)cc1	1%	-1.0%	0%	13%	-36%	i	2%	12%	-1%	5	6%
O=[N+]([O-])c1cc(C(F)(F)F)ccc1NCCCN1CCOCC1	15%	0.0%	-3%	-4%	24%	-15%	-7%	-2%	3%	7	-17%
C[C@H](NC(=O)NCCc1ccccc1)C(=O)O	4%	4.5%	-1%	-1%	-24%	3%	0%	2%	2%	1	-17%
